Assay outcomes deposited in PubChem BioAssay by National Center for Advancing Translational Sciences (NCATS).
GALK inh: inhibitors of human galactokinase; P51570; Purified GALK, Kinase-Glo residual ATP luminescence; Potency, µM (titrated, usually from 57.5 µM), without a hit: top-dose activity change, negative = inhibition, hits mostly inhibitors; 270,000 compounds, 0.007% hits; AID 1868; note: potency is the fitted concentration of half-maximal effect; % is set by controls: 0 for no effect and ±100 for the full control effect
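Kinase-Glo Plus luminescence measured ATP left after a 1 h room-temperature reaction. The reaction used 5 nM GALK, 100 uM galactose and 35 uM ATP at pH 8.0 (20 mM HEPES, 5 mM MgCl2, 60 mM NaCl, 1 mM DTT, 0.01% BSA).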
TSG101-PTAP inh: blocks PTAP/TSG101 interaction to inhibit HIV-1 budding; Q99816; Fluorescence polarization, FITC-PTAP peptide / Tsg101 binding; Potency, µM (doses to about 115 µM), for the others: top-dose activity change, negative = inhibition, usual class: inhibitors; 340,000 tested, under 10 active; AID 493005; active = well fitted inhibition curve with a large enough effect in the main read-out, with a control signal flat, not every such curve was filed as active; inconclusive = small, poorly fitted or top-dose-only effect, or effect the other way, or a change in a side signal; inactive = no such curve, though single readings can be large or run the other way; note: potency is the fitted concentration of half-maximal effect; % of control where 0% means no effect
Target sequence (Q99816 whole entry, looked up): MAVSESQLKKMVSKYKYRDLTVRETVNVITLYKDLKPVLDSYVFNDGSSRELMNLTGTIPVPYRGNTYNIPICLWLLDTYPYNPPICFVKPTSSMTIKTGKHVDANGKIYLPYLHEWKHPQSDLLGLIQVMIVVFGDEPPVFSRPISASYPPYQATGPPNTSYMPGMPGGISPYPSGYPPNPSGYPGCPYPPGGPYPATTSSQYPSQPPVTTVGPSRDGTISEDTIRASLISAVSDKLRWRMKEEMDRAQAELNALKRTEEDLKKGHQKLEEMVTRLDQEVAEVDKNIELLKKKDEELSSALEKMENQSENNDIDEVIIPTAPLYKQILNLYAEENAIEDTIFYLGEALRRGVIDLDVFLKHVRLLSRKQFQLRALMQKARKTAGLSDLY
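Steps: Tsg101 binding domain dispensed (10 uM final), compounds pinned in DMSO, FITC-labeled PTAP-motif peptide added (50 nM final); after 20 min binding at room temperature, polarization measured.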
BCR signal inh: blocks chronic active B-cell receptor signaling. ABC-DLBCL IkBa-CBG/CBR reporter, luminescence ratio, 4 h. Potency, µM (titrated, usually from 46.1 µM), for inactives: at the top dose ratio change, negative = lower green/red ratio, usual class: inhibitors. 340,000 compounds, 0.05% hits; active = well fitted inhibition curve with a large enough effect in the signal ratio, with a control signal flat, not every such curve was filed as active; inconclusive = small, poorly fitted or top-dose-only effect, or effect the other way, or a change in a side signal; the % refers to the signal ratio;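 note: potency is the fitted concentration of half-maximal effect; plate controls were basal doxycycline-induced cells for no effect and cells given 10 µM MG132 for full effect; MG132 reads +100%, hits lower the ratio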
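TMD8 human ABC-DLBCL cells with doxycycline-inducible IκBα–green luciferase fusion and unfused red luciferase, in 0.5% FBS medium; compounds up to 46 uM, 4 h at 37C. Green/red luminescence ratio, filter-overlap corrected, fitted to concentration-response curves.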
Menin-MLL TR inh: inhibitors of human menin-MLL interaction, mutant MLL peptide; O00255; 270,000 compounds, 0.23% hits; Potency, µM (series often up to 61.6 µM), for the others: at the top dose FP activity change, negative = inhibition, usual class: inhibitors; AID 1768; Menin + Texas Red MLL mutant peptide, fluorescence polarization; active = well fitted inhibition curve with a large enough effect in the polarisation, with a control signal flat, not every such curve was filed as active; inconclusive = small, poorly fitted or top-dose-only effect, or effect the other way, or a change in a side signal; inactive = no such curve, though single readings can be large or run the other way; the % refers to the polarisation; note: potency is the fitted concentration of half-maximal effect; % of control where 0% means no effect; many of its hits are not listed in these tables
Giardia kill: kills Giardia lamblia | Giardia lamblia trophozoite viability | activity change, % at 7.66 µM, hits read low | 340,000 compounds, 0.15% hits | AID 540267; in the data active = activity change below about -80%; inconclusive = between about -30% and that limit;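 note: parasites exposed to compound for two days anaerobically before the ATP read; % is set by controls: 0 for no effect and ±100 for the full control effect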
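Luminescent ATP signal served as the viability read-out, measured 15-30 min after adding ATP detection reagent to trophozoites that had been incubated with compounds for 48 hrs at 37 deg C anaerobically at 100 cells/well.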
Integrin act MD: integrin-mediated muscular dystrophy alleviation activation; alpha7betagal myoblasts, beta-gal FDG fluorescence, 48 h; Potency, µM (series often up to 38.3 µM), without a hit: top-dose activation, most hits filed as activators; 350,000 compounds, 0.064% hits; AID 624291;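 note: potency is the fitted concentration of half-maximal effect; 100% = response of the positive control SU9516; nearly all actives have a fitted effect of over 60% in size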
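Alpha7betagal+/- myoblasts (passage 13) were plated 16-24 hr, then exposed to compounds (1:260 dilution of DMSO stock) for 48 hours at 37C. After MPER lysis, β-galactosidase reporter activity was read as FDG fluorescence (ex 480/em 540) after 30 minutes.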
Tb PFK inh: blocks T. brucei phosphofructokinase. O15648. T. brucei PFK, ADP-Glo luminescence. Potency, µM (top dose mostly 57.5 µM), without a hit: at the top dose activity, negative = inhibition, actives largely listed as inhibitors. 330,000 compounds, 0.17% hits. AID 485367;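 note: potency is the fitted concentration of half-maximal effect; 0% = uninhibited 1x PFK enzyme wells and -100% = no-enzyme wells; nearly all actives have a fitted effect of over 60% in size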
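PFK 1.25 nM, F6P 0.5 mM, ATP 0.1 mM, 0.1 M TEA pH 8.0, 5 mM MgCl2, 0.01% Tween20, 0.1% BSA; 45 min RT. ADP-Glo readout. qHTS titration up to 57 uM; curves fitted, compounds curve-classed.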
B2AR arrestin: agonists driving beta-arrestin recruitment to human beta2-adrenergic receptor. beta-arrestin recruitment to beta2AR, cell-based reporter. Potency, µM (highest dose often 46.1 µM), for the others: top-dose activation, usual class: activators. 330,000 compounds, 0.02% hits;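 note: potency is the fitted concentration of half-maximal effect; 0% = DMSO controls and full agonism = EC100 isoproterenol or metaproterenol; nearly all actives have a fitted effect of over 65% in size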
PKM2 act: PKM2 (human) enzyme activation; Potency, µM (series often up to 57.5 µM), for the others: at the highest dose activation, hits mostly activators; 260,000 compounds, 0.34% hits; P14618; purified PKM2, Kinase-Glo ATP luminescence, activation; response scale: 0% is enzyme alone, no compound; note: potency is the fitted concentration of half-maximal effect; % is set by controls: 0 for no effect and ±100 for the full control effect; nearly all actives have a fitted effect of over 55% in size
Target sequence (P14618 whole entry, looked up): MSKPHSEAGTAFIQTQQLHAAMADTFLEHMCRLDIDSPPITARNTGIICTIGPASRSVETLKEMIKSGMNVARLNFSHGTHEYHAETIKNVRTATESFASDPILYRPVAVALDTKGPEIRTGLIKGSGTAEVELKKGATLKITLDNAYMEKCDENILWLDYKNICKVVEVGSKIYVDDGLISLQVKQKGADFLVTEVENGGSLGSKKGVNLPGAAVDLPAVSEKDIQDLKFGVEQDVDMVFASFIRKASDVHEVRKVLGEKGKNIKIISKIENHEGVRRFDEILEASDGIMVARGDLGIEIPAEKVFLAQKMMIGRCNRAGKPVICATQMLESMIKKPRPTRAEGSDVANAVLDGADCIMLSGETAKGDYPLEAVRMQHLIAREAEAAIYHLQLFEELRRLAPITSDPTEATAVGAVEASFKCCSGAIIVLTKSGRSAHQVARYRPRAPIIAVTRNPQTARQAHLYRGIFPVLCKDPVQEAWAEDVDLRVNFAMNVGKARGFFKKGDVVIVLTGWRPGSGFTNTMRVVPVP
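Kinase-Glo luminescence reports ATP generated from ADP (0.1 mM) and PEP (0.5 mM) by purified hPK-M2 after 1 h at room temperature, pH 7.2 imidazole buffer; intermediate enzyme activity allows detecting inhibitors and activators.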
Coupling enz: counter-screen for Giardia aldolase inhibitors: coupling enzyme system; AID 2472; coupling enzyme system counterscreen, AmpLite Red fluorescence; activity change, negative = inhibition, % at 58.2 µM, hits read low; 290,000 compounds, 0.67% hits; in the data active = activity change below about -30%; note: % is set by controls: 0 for no effect and ±100 for the full control effect
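Coupling enzymes only (glyceraldehyde-3-phosphate) + compound, at 57.5 uM final, 10 min RT; add substrate/coupling/AmpLite Red mix, 20 min RT; fluorescence ex 525/em 598 nm. Actives flag coupling-system interference.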
ASM inhibitor: blocks human secretory acid sphingomyelinase; P17405; placental ASM, HMU-PC fluorogenic substrate, 60 min; Potency, µM (doses to about 57.5 µM), for the others: top-dose activity change, negative = inhibition, actives largely listed as inhibitors; 340,000 compounds, 0.006% hits; note: potency is the fitted concentration of half-maximal effect
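Human placenta-derived ASM enzyme was preincubated with compound for 10 minutes at room temperature, then given fluorogenic substrate HMU-PC0 (9 uM final) for 60 minutes at 37 °C; a pH 10 stop preceded fluorescence reading at Ex 386/Em 447 nm.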
The depositor's hits bear a star; u = inconclusive; x = no result given; [ ] = another dose, or the depositor's remark. Unless noted, calls come from the whole dose curve; as a rule, active = well fitted curve in the direction sought with a large enough effect; inconclusive = small, poorly fitted or top-dose-only effect, or another doubt; inactive = no such curve, though single readings can be large; an effect the other way counts as inactive or inconclusive. The list is partial. The share of hits here may be higher or lower than overall.

Molecule | GALK inh | TSG101-PTAP inh | BCR signal inh | Menin-MLL TR inh | Giardia kill | Integrin act MD | Tb PFK inh | B2AR arrestin | PKM2 act | Coupling enz | ASM inhibitor
CC(=O)Nc1ccc(NC(=O)C(=O)NCC(c2ccco2)N2CCc3ccccc3C2)cc1 (stereo not given) | x | 1% | u | x | 9 | 4% | -1% | 0.0% | x | x | 3%
N#Cc1ccc(-c2csc(NC(=O)C3CC3)n2)cc1 | 3% | -6% | 6% | 2%[11.7 µM] | -4 | -8% | -7% | 0.2% | 2% | 0 | 5%
Cc1ccc(NC(=O)C/C(N)=N/O)cc1Cl | -3% | -5% | u | x | 11 | -36% | 3% | 0.3% | 2% | -3 | 4%
N#CC(C#N)=Cc1cc2ccccc2nc1N1CCOCC1 | x | -7% | -9% | -6% | -10 | -17% | -1% | -0.3% | 6% | 0 | 0%
NCC(=O)NCC(=O)NC[C@H]1O[C@@H](n2cnc3c(N)ncnc32)[C@H](O)[C@@H]1O | x | 0% | -3% | x | -6 | 2% | 1% | -0.2% | x | x | 1%
CCOC(=O)CNC(=O)CSc1ncnc2c1cnn2Cc1ccccc1 | 0% | -4% | 0% | -7% | -23 | -28% | -2% | -1.7% | -3% | -2 | 4%
COc1cc2c(cc1OC)CN(C(=O)c1ccc([N+](=O)[O-])o1)CC2 | -5% | -7% | u | x | u | -68%[inhibitor] | 6% | -0.2% | 3% | -1 | 4%
CCOC(=O)/C(C)=N/Nc1nc(-c2ccc(NC(C)=O)cc2)cs1 | 1% | 0% | u | x | 0 | -21% | 0% | 3.2% | -8% | -6 | -12%
CCOc1ccc(NC(=O)CCN2C(=O)c3cccc([N+](=O)[O-])c3C2=O)cc1 | -2% | 1% | 1% | -11% | -14 | 12% | 3% | -0.6% | 0%[11.5 µM] | -5 | 2%
CSc1cnc2c(=O)[nH]c(=O)n(C)c2n1 | x | -6% | 0% | 0% | 16 | 6% | 0% | -0.9% | 0% | 3 | 18%
CNS(=O)(=O)c1cccc(C(=O)OCC(=O)c2cc3ccccc3o2)c1 | -3% | 1% | -13% | u | -5 | 16% | 0% | 0.0% | 4% | 0 | -5%
N#CCCN(Cc1cccnc1)C(=S)NCc1ccco1 | 1% | -6% | 5% | -1% | 0 | -1% | -3% | 0.2% | 6% | 0 | -1%
COc1c(N2CCN(C(=S)Nc3ccccc3F)C(C)C2)c(F)cc2c(=O)c(C(=O)O)cn(C3CC3)c12 (stereo not given) | 3% | -2% | -1% | x | u | -39% | -2% | 0.3% | -3% | 1 | 19%
CN(Cc1ccccc1)S(=O)(=O)c1ccc(S(=O)(=O)N(Cc2ccc(F)cc2)C2CCCC2)cc1 | -1% | -3% | -37% | -11% | 12 | 4% | 1% | 0.0% | 4% | 1 | 4%
O=C(C[n+]1ccc(C(=O)NCc2ccccc2)cc1)c1ccc(Cl)cc1 | 4% | -2% | u | x | -5 | -9% | -3% | 0.3% | -1% | x | -4%

New compounds follow.
Molecule | GALK inh | TSG101-PTAP inh | BCR signal inh | Menin-MLL TR inh | Giardia kill | Integrin act MD | Tb PFK inh | B2AR arrestin | PKM2 act | Coupling enz | ASM inhibitor
O=C(OCC(=O)c1c[nH]c2ccccc12)c1cccc([N+](=O)[O-])c1 | x | -5% | -10% | x | 30[activator] | -13% | 9% | 0.4% | x | x | -2%
COc1ccc(NC(=S)N/N=C/c2ccc(F)cc2)cc1OC | 0% | -3% | u | 13% | 6 | -7% | 2% | u | 4% | 0 | -2%
O=S(=O)(NC1CC2CCC1C2)c1ccc(Br)s1 (stereo not given) | 0% | -1% | 0% | 8% | 1 | 0% | -14% | 0.3% | -6% | 2 | -1%
O=C(NCc1ccco1)c1cnn2c1NC(c1ccc(Br)cc1)CC2C(F)(F)F (stereo not given) | -3% | 1% | -3% | 21% | 14 | -49%[inhibitor] | -6% | -0.1% | 0% | 1 | -11%
Cc1ccc2c(c1)-c1c(ssc1=S)C(C)(C)N2C(=O)CSc1nncn1C | -1% | -8% | 2% | -6% | 1 | -7% | 28% | 0.1% | 0% | 5 | -6%
CCc1cc(=O)oc2cc(OC3CCCCC3=O)ccc12 (stereo not given) | x | -4% | 0% | -17% | -3 | 7% | -1% | -0.9% | x | -1 | 274%[activator]
COc1ccc(-c2cc3ccc(OCC(C)=O)cc3oc2=O)cc1OC | 1% | -2% | 0% | -1% | -9 | -6% | 16% | -0.4% | 3%[0.46 µM] | -4 | x
Cn1c(=O)c2cc(S(=O)(=O)NC(C(=O)NCc3cccnc3)c3ccccc3)ccc2n(C)c1=O (stereo not given) | 2% | 0% | 1% | -7% | -8 | 8% | 2% | -0.1% | 2% | 4 | 3%
Cc1ccc(S(=O)(=O)CCC(=O)NCc2ccccc2F)cc1 | x | -1% | -7% | x | 4 | 0% | 1% | 0.0% | x | x | 0%
CCOC(=O)c1ccc2nc(NC(=O)c3cccs3)sc2c1 | 2% | -13% | x | -26% | -10 | -21% | -2% | 0.1% | 0% | 0 | -10%
O=C1c2ccccc2CN1Cc1ccccc1 | 0% | -2% | 2% | 8% | -11 | 45% | 7% | -0.4% | x | 2 | 2%
O=C(Nc1ccccc1)c1ccc(OC(=O)c2cc3ccccc3o2)cc1 | -1% | 0% | u | -30% | -3 | 0% | 2% | -0.1% | 2% | 1 | 2%
COC(=O)c1cc(OC)c(OC)cc1N1C(=O)CC(C)(C)CC1=O | 2% | -1% | 6% | 1% | 7 | 13% | 1% | -0.3% | x | 4 | 3%
COCCCNC(=O)Cc1ccc(-n2c(C)nc3cccnc32)cc1 | -1% | -5% | 0% | 1% | -8 | 34% | -13% | 0.0% | x | 5 | 32%[activator]
CCN1CCN(CCCNC(=O)c2ccc3c(c2)NC(=O)/C(=C\c2cccc(C)c2)S3)CC1 | -10% | -2% | -13% | x | 27 | -88%[inhibitor] | 7% | -0.1% | x | x | -9%

Next part
Molecule | GALK inh | TSG101-PTAP inh | BCR signal inh | Menin-MLL TR inh | Giardia kill | Integrin act MD | Tb PFK inh | B2AR arrestin | PKM2 act | Coupling enz | ASM inhibitor
CCC(=O)NC(NCC1CCCO1)C(Cl)(Cl)Cl (stereo not given) | -1% | -2% | -16% | -1% | 5 | 15% | 0% | -0.5% | 1% | 1 | 6%
O=C(Oc1ccc(Br)cc1C(=S)N1CCCC1)c1ccccc1Cl | 5% | 0% | -7% | 9% | 11 | 9% | 0% | -0.1% | -7% | 0 | 5%
Cc1nnc(SCc2cc(=O)[nH]c(Nc3nc(C)c4cc(C)c(C)cc4n3)n2)s1 | 3% | 2% | -15% | -10% | u | 2% | -1% | -1.4% | -1% | 0 | 2%
CCN(CC)CCNC(=O)c1cc(S(=O)(=O)N2CCc3ccccc32)cn1C | x | -1% | 8% | -5% | 4 | -29% | -7% | 0.1% | 28% | -4 | 5%
CC(C)NC(=O)c1ccc2c3n(nc2c1)-c1ccc(Cl)cc1CO3 | 5% | -6% | 5% | x | -24 | -11% | 1% | -0.2% | -3% | 0 | 1%
CCOc1ccc(C(=O)OCC(=O)Nc2cc(C)on2)cc1OCC | 1% | -8% | 4% | -6% | 4 | -21% | 2% | -0.6% | -2% | 0 | 2%
CCOC(=O)c1cccc(NS(=O)(=O)c2c(C)[nH]c(C)c2C(=O)N2CCCC2)c1 | 1% | 1% | -5% | -1% | -1 | 13% | -1% | 0.2% | x | 2 | 5%
Cc1ccc(C)c(SCC(=O)Nc2nnc(-c3ccccc3)o2)c1 | -3% | -2% | u | -1% | 7 | -29% | -4% | -0.5% | -11% | -1 | -2%
O=C(Nc1ccc(Cl)cc1)c1cc(Br)ccc1OCC(=O)N1CCOCC1 | 7% | -6% | u | x | -22 | -29% | -4% | -0.2% | -1% | x | -15%
COc1ccc(OC)c(N(CC(=O)NCCc2ccc(OC)c(OC)c2)S(=O)(=O)c2ccccc2)c1 | -1% | 2% | 1% | x | 4 | 31% | -5% | 0.2% | x | -1 | 1%
